Bioassay records as filed in PubChem.
B2AR arrestin = qHTS assay of beta-arrestin-biased ligands of beta2-adrenergic receptor | AID 492947, 2010 | actives 0.02% (n = 330,000) | Potency, µM (titrated, usually from 46.1 µM), for the others: top-dose activation, hits mostly activators | Beta-2 adrenergic receptor (Homo sapiens), P07550 | beta-arrestin recruitment to beta2AR, cell-based reporter;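 note: potency is the fitted concentration of half-maximal effect; 0% = DMSO controls and full agonism = EC100 isoproterenol or metaproterenol; nearly all actives have a fitted effect of over 65% in size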
Target sequence (P07550 whole entry, looked up): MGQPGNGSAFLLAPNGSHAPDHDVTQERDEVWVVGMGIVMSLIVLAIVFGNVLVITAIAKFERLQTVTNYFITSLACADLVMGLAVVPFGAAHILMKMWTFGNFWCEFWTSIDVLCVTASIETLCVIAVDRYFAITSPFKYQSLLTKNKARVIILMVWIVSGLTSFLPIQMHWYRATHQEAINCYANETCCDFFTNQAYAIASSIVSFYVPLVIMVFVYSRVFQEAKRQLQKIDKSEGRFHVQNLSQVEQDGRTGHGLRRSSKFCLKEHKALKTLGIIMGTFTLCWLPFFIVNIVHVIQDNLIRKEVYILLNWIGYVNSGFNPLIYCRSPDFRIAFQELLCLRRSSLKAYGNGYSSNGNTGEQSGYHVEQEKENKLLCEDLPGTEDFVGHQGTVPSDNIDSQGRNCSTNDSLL
TCR act = Activators of T cell receptors: qHTS campaign; Potency, µM (top dose mostly 9.22 µM), for the others: at the highest dose activation of IL-2 secretion, most hits filed as activators; primary human leukocytes, anti-CD3, IL-2 HTRF, 48 h; 330,000 tested, under 10 active; AID 504894, 2011; note: % of control where 0% means no effect
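1) Mix primary human leukocytes, a-CD3 beads and compound. 2) Incubate 48 hr. 3) Add HTRF IL-2 reagents (a-IL-2-K, a-IL-2-d2).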
BCR signal inh = qHTS Assay to Find Inhibitors of Chronic Active B-Cell Receptor Signaling | actives 0.05% (n = 340,000) | Potency, µM (highest dose often 46.1 µM), for the others: at the top dose ratio change, negative = lower green/red ratio, most hits filed as inhibitors | ABC-DLBCL IkBa-CBG/CBR reporter, luminescence ratio, 4 h; active = well fitted inhibition curve with a large enough effect in the signal ratio, with a control signal flat, not every such curve was filed as active; inconclusive = small, poorly fitted or top-dose-only effect, or effect the other way, or a change in a side signal; the % refers to the signal ratio;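 note: potency is the fitted concentration of half-maximal effect; plate controls were basal doxycycline-induced cells for no effect and cells given 10 µM MG132 for full effect; MG132 reads +100%, hits lower the ratio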
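Compounds up to 46 uM were incubated four hours with TMD8 cells whose green CBG68 luciferase is fused to IkappaBalpha; red CBR luminescence normalised the signal, and concentration-effect curves were fitted to fusion, red and ratio data.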
Tb PFK inh = qHTS Assay to Find Inhibitors of T. brucei phosphofructokinase | ATP-dependent 6-phosphofructokinase (Trypanosoma brucei brucei), O15648 | T. brucei PFK, ADP-Glo luminescence | Potency, µM (doses to about 57.5 µM), for inactives: at the top dose activity, negative = inhibition, hits mostly inhibitors | actives 0.17% (n = 330,000);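 note: potency is the fitted concentration of half-maximal effect; 0% = uninhibited 1x PFK enzyme wells and -100% = no-enzyme wells; nearly all actives have a fitted effect of over 60% in size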
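1.25 nM PFK with 0.5 mM F6P and 0.1 mM ATP in 0.1 M TEA pH 8.0, 5 mM MgCl2, incubated 45 min at room temperature; ADP measured by ADP-Glo luminescence; compounds titrated up to 57 uM.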
TSHR antagonist = Antagonists of the Thyroid Stimulating Hormone Receptor: HTS campaign; Thyrotropin receptor (Homo sapiens), P16473; TSHR-expressing cells, TSH-stimulated cAMP HTRF, 2 h; active compounds read low; activity change, negative = inhibition, % at 11.5 µM; actives 0.2% (n = 330,000); AID 504810, 2011;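 active = activity change below a set negative limit, meaning inhibition stronger than a set level, cut at about -70% in these data; inconclusive = activity change between two set negative limits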; note: % is set by controls: 0 for no effect and ±100 for the full control effect
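TSHR-expressing cells were treated with compounds, then stimulated with TSH at EC80 (4nM final) for 2 hours at 37 deg C. Cellular cAMP was measured by HTRF competition between lysate cAMP and cAMP-d2 for a cryptate-labelled anti-cAMP antibody.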
uPA surface inh = qHTS for Inhibitors of Cell Surface uPA Generation; actives 0.31% (n = 330,000); Potency, µM (top dose mostly 38.3 µM), without a hit: at the top dose activity change, negative = inhibition, usual class: inhibitors; cell surface uPA generation assay, qHTS; active = well fitted inhibition curve with a large enough effect; inconclusive = small, poorly fitted or top-dose-only effect; inactive = no such curve, though single readings can be large or run the other way; tested in mouse RAW 264.7 cells; note: potency is the fitted concentration of half-maximal effect; % is set by controls: 0 for no effect and ±100 for the full control effect; nearly all actives have a fitted effect of over 55% in size
USP2a inh = qHTS Assay for Inhibitors of Ubiquitin-specific Protease USP2a Using CHOP2 as the Reporter; Ubiquitin carboxyl-terminal hydrolase 2 (Homo sapiens), O75604; USP2 core, Ub-CHOP2 coupled fluorogenic reporter, 485/531; Potency, µM (doses to about 38.3 µM), for the others: at the highest dose activity change, negative = inhibition, hits mostly inhibitors; actives 0.01% (n = 330,000); AID 463254, 2010;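 note: potency is the fitted concentration of half-maximal effect; plate controls were DMSO wells for no effect and full inhibition by NEM control for full effect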
Target sequence (O75604 whole entry, looked up): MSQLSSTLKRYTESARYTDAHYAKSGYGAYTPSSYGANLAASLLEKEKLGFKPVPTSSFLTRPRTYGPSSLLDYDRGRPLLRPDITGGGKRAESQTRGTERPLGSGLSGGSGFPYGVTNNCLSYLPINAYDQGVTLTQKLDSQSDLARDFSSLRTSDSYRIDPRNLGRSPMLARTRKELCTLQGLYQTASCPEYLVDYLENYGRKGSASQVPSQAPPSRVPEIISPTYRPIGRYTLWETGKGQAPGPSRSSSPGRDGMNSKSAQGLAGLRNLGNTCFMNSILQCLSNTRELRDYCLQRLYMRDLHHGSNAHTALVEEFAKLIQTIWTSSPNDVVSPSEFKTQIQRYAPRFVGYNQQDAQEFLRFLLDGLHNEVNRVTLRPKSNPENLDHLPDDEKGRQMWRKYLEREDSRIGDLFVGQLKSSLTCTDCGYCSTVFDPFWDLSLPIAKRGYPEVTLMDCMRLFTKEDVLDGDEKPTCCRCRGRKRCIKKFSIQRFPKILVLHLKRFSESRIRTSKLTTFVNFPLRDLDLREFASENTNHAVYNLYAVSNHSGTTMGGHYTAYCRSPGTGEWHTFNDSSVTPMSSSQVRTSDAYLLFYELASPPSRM
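Deubiquitinase activity read as fluorescence (485/531 nm) after Ub-CHOP2 cleavage activates the enterokinase reporter on its substrate; USP2 core 10nM, Ub-CHOP2 and substrate 25nM each, 30min compound preincubation then 60min RT; data normalized to NEM, curves fitted.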
ELG1 DNA repair = qHTS screen for small molecules that inhibit ELG1-dependent DNA repair in human embryonic kidney (HEK293T) cells expressing luciferase-tagged ELG1. HEK293T ELG1-luciferase reporter, luminescence, 16 h; DNA damage induced by 5-fluorouridine. Potency, µM (doses to about 46.1 µM), without a hit: top-dose activity change, negative = inhibition, actives largely listed as inhibitors. actives 2.3% (n = 330,000). AID 504467, 2011; note: potency is the fitted concentration of half-maximal effect; % is set by controls: 0 for no effect and ±100 for the full control effect; nearly all actives have a fitted effect of over 55% in size
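5-Fluorouridine DNA damage + compound/DMSO, 2,000 cells/well, 16 h, 37 °C/5% CO2. ONE-Glo, 30 min RT, luminescence. Readout = decrease in reporter signal.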
Eya2 inh = qHTS Assay for Inhibitors of the Phosphatase Activity of Eya2; Potency, µM (top dose mostly 76.9 µM), for inactives: at the highest dose activity, negative = inhibition, hits mostly inhibitors; actives 0.006% (n = 330,000); Protein phosphatase EYA2 (Homo sapiens), O00167; recombinant Eya2, OMFP fluorescence dephosphorylation (OMFP is methylfluorescein phosphate); note: potency is the fitted concentration of half-maximal effect; % is set by controls: 0 for no effect and ±100 for the full control effect
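Eya2 (0.2 uM) preincubated 10 min at ambient with compound, then OMFP substrate added at 50 uM; 10 min reaction in 50 mM HEPES pH 7.5, 50 mM NaCl, 5 uM MgCl2, 0.05% BSA, 1 mM DTT. Fluorescence read at Ex 485/Em 525 nm.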
Mito fusion yeast = qHTS Assay for Small Molecule Inhibitors of Mitochondrial Division or Activators of Mitochondrial Fusion | actives 0.23% (n = 320,000) | S. cerevisiae fusion-defective mutant growth rescue, CellTiterGlo 48 h | Potency, µM (top dose mostly 46.1 µM), without a hit: top-dose growth rescue (activation), actives largely listed as activators;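 note: potency is the fitted concentration of half-maximal effect; % of control where 0% means no effect; nearly all actives have a fitted effect of over 45% in size; temperature-sensitive fusion mutants such as fzo1-1 at 37 °C on non-fermentable ethanol glycerol medium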
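Temperature-sensitive fusion-defective S. cerevisiae (e.g. fzo1-1, mgm1-5) were grown with compound in YPEG medium (3% ethanol, 3% glycerol) for 48 hours at 37C. Growth rescue was measured as viability by CellTiterGlo luminescence after 10 minutes at ambient.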
PTAP TSG101 blk = qHTS Assay for Iinhibitors of HIV-1 Budding by Blocking the Interaction of PTAP/TSG101 | 340,000 tested, under 10 active | Potency, µM (doses to about 115 µM), for inactives: top-dose activity change, negative = inhibition, usual class: inhibitors | Fluorescence polarization, FITC-PTAP peptide / Tsg101 binding; active = well fitted inhibition curve with a large enough effect in the main read-out, with a control signal flat, not every such curve was filed as active; inconclusive = small, poorly fitted or top-dose-only effect, or effect the other way, or a change in a side signal; inactive = no such curve, though single readings can be large or run the other way; note: potency is the fitted concentration of half-maximal effect; % of control where 0% means no effect
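Tsg101 binding domain (10 uM final) was mixed with compound and a FITC-labeled PTAP peptide (50 nM final) in HEPES pH 7.5 buffer with NaCl, Tween 20, EDTA and TCEP; fluorescence polarization was read after 20 min at r.t.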
* hit, by the source's call; u = inconclusive; x = not tested or not shown; [ ] = dose if it differs, or a comment. Unless noted, calls come from the whole dose curve; as a rule, active = well fitted curve in the direction sought with a large enough effect; inconclusive = small, poorly fitted or top-dose-only effect, or another doubt; inactive = no such curve, though single readings can be large; an effect the other way counts as inactive or inconclusive. No enrichment for hits (roughly 3% active in at least one column).

compound	B2AR arrestin	TCR act	BCR signal inh	Tb PFK inh	TSHR antagonist	uPA surface inh	USP2a inh	ELG1 DNA repair	Eya2 inh	Mito fusion yeast	PTAP TSG101 blk
Cn1nccc1C(=O)N1CCN(c2cccc(C(F)(F)F)c2)CC1	0.1%	13.9%	-4.0%	0.4%	26.4	-1.8%	3.3%	5.3%	9.3%	0.1%	-5.0%
Oc1ccc(N=Nc2ccccc2-c2nn[nH]n2)c(O)c1	0.6%	-4.1%	6.8%	u	2.1	-4.1%	-1.5%	0.8%	-5.4%	-7.1%	-9.0%
COc1ccccc1OCCOC(=O)Nc1ccccc1	0.5%	4.3%[46.1 µM]	u	-9.1%	14.8	5.3%	-1.5%	u	-1.2%	1.9%	0.1%
O=C(CSc1nnc(-c2cccnc2)s1)Nc1cccc(C(=O)O)c1	-0.9%	-5.2%[46.1 µM]	u	-9.0%	47.3	0.2%	2.2%	2.6%	-2.8%	3.2%	-4.4%
COC(=O)C(CC(C)C)NC(=O)/C=C/c1ccccc1Cl (configuration not stated)	-0.9%	-0.1%[46.1 µM]	u	-2.0%	5.0	-0.8%	-0.1%	5.1%	-2.3%	-8.0%	-0.4%
O=C(NCCS(=O)(=O)N1CCCC1)c1ccccc1	0.2%	-2.8%	11.3%	-10.0%	17.8	0.6%	0.3%	u	-2.8%	7.6%	-5.7%
CC1CN(c2ccc([N+](=O)[O-])c(NCCOc3ccccc3)c2)CC(C)N1 (configuration not stated)	0.2%	-2.8%	-0.6%	2.2%	21.2	1.6%	3.8%	11.9%	-2.6%	-24.9%	-0.7%
Cc1ccc(C(=O)NC(C)CCc2ccccc2)cc1S(=O)(=O)N1CCOCC1 (configuration not stated)	-0.1%	-4.9%	u	0.0%	-6.1	-9.7%	3.0%	18.3µM*	4.8%	x	0.2%
CCOc1ccc(C(C(=O)NCC2CCCO2)N(CCc2cccc(C)c2)C(=O)c2snc(C(N)=O)c2N)cc1 (configuration not stated)	-0.9%	-1.7%	-8.5%	0.2%	-2.6	-3.8%	0.5%	u	-11.5%	-9.1%	-0.6%
CC1(C)CC(=O)c2cc(NC(=O)c3ccccc3)c(=O)oc2C1	0.0%	2.1%[46.1 µM]	-0.1%	0.4%	-4.7	2.8%	0.3%	u	4.0%	-0.8%	-1.3%
COc1ccc(CNC(=O)C(C)n2ccc3cc(S(=O)(=O)N4CCCCCC4)ccc32)cc1 (configuration not stated)	-0.7%	-3.4%	u	-1.1%	-8.5	u	0.9%	u	-2.2%	-1.7%	2.7%
O=C(/C=C/c1cccc(Oc2ccccc2)c1)N1CCOCC1	0.0%	-7.5%	u	-1.9%	3.8	0.2%	6.2%	u	-3.8%	-2.3%	-1.9%
CCN(CC)S(=O)(=O)c1ccc(NN=c2c(=O)c3ccccc3c2=O)cc1	0.3%	4.9%	15.9%	-1.5%	-2.7	2.6%	3.2%	0.0%	0.5%	-2.8%	0.9%
O=[N+]([O-])c1cccc(N/N=C/c2cccc(O)c2O)c1	0.1%	-9.5%	-5.7%	-2.3%	-7.6	-6.0%	-2.7%	u	-3.3%	2.7%	-0.3%
CC1CCN(C(=O)c2[nH]cnc2C(=O)Nc2ccc(Cl)cc2)CC1	0.3%	-10.7%	-1.1%	-19.5%	4.1	-4.8%	2.3%	-14.1%	-1.1%	u	-2.7%
CC1CCc2cc(F)ccc2N1C(=O)CSc1nnc(-c2cccs2)n1C (configuration not stated)	0.4%	3.6%	2.5%	-2.1%	7.3	x	1.4%	-1.1%	-2.0%	2.5%	-0.3%
CC(=O)NC(=S)Nc1ccccc1C(=O)Nc1ccccc1	-0.6%	9.1%	-4.8%	24.8%	5.2	0.1%	0.8%	u	-5.0%	-0.5%	-3.7%
COc1ccc(C2c3[nH]c4ccccc4c3C[C@H]3C(=O)N(c4ccccc4C(=O)N4CCC[C@@H]4C(=O)O)C(=O)N23)cc1 (some centres not stated)	-0.5%	-1.7%	5.3%	-0.9%	2.8	0.9%	-0.3%	10.3%	0.2%	8.9%	-7.1%
O=C(/C=C/C=C/c1ccc2c(c1)OCO2)N1CCCCC1	-0.7%	-3.4%	u	-7.8%	15.7	u	-1.4%	u	-0.3%	-7.7%	0.2%
CC(C)(C)c1ccc(SCCc2ccccn2)cc1	0.0%	-0.7%	5.0%	0.1%	-3.6	6.4%	7.3%	u	-26.4%	-2.3%	-0.7%
c1ccc(OCCOc2ncnc3sccc23)cc1	0.2%	-0.2%	u	-1.6%	-2.5	-3.4%	1.2%	u	2.7%	-0.7%	-4.8%
CC(CN1CCCC1)OC(=O)c1ccc(Br)cc1 (configuration not stated)	0.3%	0.7%	0.5%	6.8%	-6.4	1.9%	6.7%	11.6%	-7.1%	-0.1%	1.5%
COc1ccc(CCN(Cc2ccccn2)C(=S)Nc2cccc(C)c2)cc1OC	-1.1%	x	-3.4%	-1.1%	-1.4	7.9%	2.0%	u	-3.5%	-5.9%	0.2%
O=c1c2ccccc2oc2ccc(-c3ccc4cc[nH]c4c3)cc12	0.5%	-1.4%	-5.0%	2.3%	-16.5	u	1.1%	u	-21.9%	x	-0.5%
O=C(NCc1ccco1)c1ccc(COc2ccccc2[N+](=O)[O-])o1	-0.1%	8.5%	-1.9%	0.2%	14.9	-9.8%	3.7%	-4.5%	5.7%	2.9%	1.6%
O=c1cc(-c2ccc([N+](=O)[O-])cc2)c2cc3c(cc2[nH]1)OCCO3	0.1%	-6.7%	-0.6%	1.2%	-5.8	-3.1%	-4.2%	-16.1%	-27.0%	2.5%	-0.9%
O=C(C[n+]1ccccc1)N/N=C/c1ccc(F)cc1	0.0%	2.9%	0.3%	-7.2%	-6.3	2.4%	-1.0%	11.2%	6.0%	-2.8%	-1.8%
N/C(=N\OCc1ccc([N+](=O)[O-])cc1)c1ccccn1	-0.2%	-44.9%	u	-16.4%	-0.7	-19.2%	3.3%	u	-7.3%	1.6%	-2.2%
O=C(CNS(=O)(=O)c1ccccc1)OCC(=O)c1cccc([N+](=O)[O-])c1	-0.4%	-1.8%[46.1 µM]	-13.2%	-5.1%	6.3	-6.4%	-5.6%	11.1%	-0.8%	-7.4%	3.4%
O=C(Cn1cc(C(=O)c2cccs2)c2ccccc21)NCc1ccc2c(c1)OCO2	-0.3%	0.1%	u	-3.8%	-0.5	5.9%	-0.1%	14.2%	-13.3%	1.1%	-1.0%
O=C1CN(S(=O)(=O)c2cc(C(F)(F)F)ccc2Cl)CCN1	-1.6%	-0.4%	-12.0%	8.8%	34.2	-0.9%	2.6%	7.9%	16.2%	1.7%	0.3%
Cc1cc(NC(=O)CSc2nc3ccsc3c(=O)n2CCCCC(=O)O)no1	0.1%	6.6%	-0.1%	-2.5%	-21.3	x	2.6%	17.7%	9.3%	3.2%	-1.3%
CN(CCc1cn[nH]c1)C(=O)C1CCC(=O)N(CC2CCCCC2)C1 (configuration not stated)	5.5%	-5.3%	1.2%	0.2%	29.6	7.0%	0.7%	-0.9%	18.8%	6.8%	x
COc1ccc(C2=NOC(C(=O)NCc3ccco3)C2)cc1OC (configuration not stated)	-0.8%	x	-8.1%	0.0%	5.6	x	-3.8%	-19.1%	14.0%	0.7%	-3.0%
